DT40 TDP1 no CPT: qHTS for Inhibitors of human tyrosyl-DNA phosphodiesterase 1 (TDP1): qHTS in cells in absence of CPT; DT40 Tdp1-/- hTDP1 cells, no CPT, ATP luminescence, 48 h; AID 686978, 2013; 420,000 compounds, 15% hits; Potency, µM (series often up to 46.2 µM), for the others: at the highest dose activity change, negative = growth inhibition, actives largely listed as inhibitors; also: nearly all actives have a fitted effect of over 55% in size
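Seeded 400 DT40-hTDP1 cells/well (vehicle DMSO, no 20 nM CPT); pinned compounds; ≥48 hr at 37 °C; CellTiter-Glo luminescence as viability measure.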
TDP1 block: TDP1 (human) enzyme inhibition. Potency, µM (titrated, usually from 130 µM), for inactives: top-dose activity change, negative = inhibition, hits mostly inhibitors. Q9NUW8. recombinant TDP1, AlphaScreen DNA substrate cleavage. AID 485290. 350,000 compounds, 0.28% hits; also: nearly all actives have a fitted effect of over 40% in size
Target sequence (Q9NUW8 whole entry, looked up): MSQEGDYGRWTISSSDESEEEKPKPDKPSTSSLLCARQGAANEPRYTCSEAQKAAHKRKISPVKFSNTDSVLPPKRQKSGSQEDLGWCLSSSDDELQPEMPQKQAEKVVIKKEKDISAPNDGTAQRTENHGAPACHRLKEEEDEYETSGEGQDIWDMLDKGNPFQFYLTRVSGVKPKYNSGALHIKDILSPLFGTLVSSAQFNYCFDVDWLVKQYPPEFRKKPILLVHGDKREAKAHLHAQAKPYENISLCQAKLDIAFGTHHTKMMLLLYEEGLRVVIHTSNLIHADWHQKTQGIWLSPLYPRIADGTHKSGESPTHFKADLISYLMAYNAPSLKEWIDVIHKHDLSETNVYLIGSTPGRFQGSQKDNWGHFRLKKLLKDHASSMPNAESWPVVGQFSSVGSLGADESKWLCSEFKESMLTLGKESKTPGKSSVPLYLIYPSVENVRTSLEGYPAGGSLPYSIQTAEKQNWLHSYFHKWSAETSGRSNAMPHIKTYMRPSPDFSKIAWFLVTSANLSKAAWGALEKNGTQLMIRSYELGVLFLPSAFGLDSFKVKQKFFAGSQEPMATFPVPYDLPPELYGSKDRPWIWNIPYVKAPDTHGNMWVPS
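Recombinant E. coli-expressed Tdp1 (1 nM) preincubated with compound 15 min at RT, then 5'-biotin/3'-phosphotyrosine-FITC DNA substrate (15 nM) added for 5 min. AlphaScreen beads (10 ug/ml) added, 10 min RT; tyrosine-FITC cleavage read as signal loss.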
N370S GC: N370S glucocerebrosidase modulation, Gaucher chaperone candidate; Potency, µM (titrated, usually from 59.4 µM), without a hit: at the highest dose activity change, negative = inhibition, actives largely listed as inhibitors; AID 2101; 330,000 compounds, 0.092% hits; P04062; N370S GC spleen homogenate, 4MU-glucoside fluorescence;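 also: 0% = full enzyme activity and -100% = no enzyme basal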
Starred values were filed as active, the others as inactive; u = inconclusive; x = not tested or not shown; [ ] = remark or other dose. Calls follow the shape of the dose curve; as a rule, active = well fitted curve in the direction sought with a large enough effect; inconclusive = small, poorly fitted or top-dose-only effect, or another doubt; inactive = no such curve, though single readings can be large; an effect the other way counts as inactive or inconclusive. Unless noted, % is scaled to controls: 0 for no effect and ±100 for the full control effect; potency is read from the fitted curve at half-maximal effect. The list is partial. The share of hits here may be higher or lower than overall.

SMILES	DT40 TDP1 no CPT	TDP1 block	N370S GC
Cc1ccc2c(CC(=O)N(Cc3ccc(N(C)C)cc3)Cc3ccco3)coc2c1C	18µM*	15%	x
O=C(O)c1oc2ccccc2c1CSCc1ccccc1	u	1%	6%
COc1ccc(CCNC(=O)CSc2nc(C)cs2)cc1	u	-4%	-3%
CCOC(=O)c1c(C)[nH]c(C(=O)OC(C)C(=O)NC2CCCCC2C)c1C (stereo not drawn)	u	0%	x
Cc1ccc(N(CCC#N)C(=O)CSc2nnc3ccccn23)cc1	11%	0%	x
CCOc1cc(CNC(=O)c2ccc3c(c2)N(C)C(=O)C2CCCCN32)cc(OCC)c1OCC (stereo not drawn)	u	5%	x
CCOc1ccc(-c2nnc(SCC(=O)N(CC)CC)n2N)cc1	-2%	8%	-18%
Cc1ccc(NC(=O)CSC(C)C(=O)OCC(=O)N2CCN(C(=O)c3ccco3)CC2)cc1 (stereo not drawn)	1%	x	1%
O=C(O)CCC(NC(=O)OCc1ccccc1)C(=O)O (stereo not drawn)	9%	6%	7%
CC1(C)CC2CC(C)(CN2C(=O)c2ccccc2)C1 (stereo not drawn)	-23%	4%	8%
O=C(Nc1nnc(-c2cccnc2)o1)c1ccccc1Cl	-14%	3%	-11%
O=C(O)c1ccc2c(c1)CCC2	5%	2%	13%
CCCS(=O)(=O)N1CCCC(C(=O)NCCCN(C)Cc2ccccc2)C1 (stereo not drawn)	-7%	-1%	5%
Cc1ccn2cc(C(=O)N3CCCC(Nc4ccc(F)cc4)C3)nc2c1 (stereo not drawn)	3%	1%	-2%
O=C(CCc1nc2ccccc2[nH]c1=O)OCC(=O)N1CCc2ccccc21	-2%	5%	6%
Cc1cc(OCC(=O)Nc2ccncc2)ccc1Br	23µM*	0%	-5%
COc1ccc(-c2nc3c(c(SCC(=O)N4CCCCC4)n2)Cc2cc(C)ccc2O3)cc1	u	6%	x
Cc1nc(SCC(=O)Nc2ccc(C)c(F)c2)c2oc3ccccc3c2n1	-27%	3%	11%
Cc1cccc(C(=O)O/N=C(\N)Cc2cccc3ccccc23)c1	-2%	1%	14%
CCN1CCN(c2ncnc3c2cnn3-c2ccc(F)cc2)CC1	u	3%	x
COc1ccc(CC(=O)OCc2csc(CC(=O)Nc3ccc(C)cc3)n2)cc1	u	-5%	x
O=C(O)C1C2C=CC(O2)C1C(=O)NCCc1cccc(Cl)c1 (stereo not drawn)	-9%	3%	-11%
CC(=O)c1ccc(NC(=O)CC(c2cccs2)N2Cc3ccccc3C2=O)cc1 (stereo not drawn)	u	3%	x
O=C(C1CC(=O)N(C2CCCC2)C1)N1CCN(c2ccccc2F)CC1 (stereo not drawn)	-12%	0%	-3%
CC(NCC(=O)NC(=O)NC1CCCC1)c1ccc(Cl)cc1Cl (stereo not drawn)	-14%	x	-3%
O=C(N/N=C/c1cccc([N+](=O)[O-])c1)c1cccc(Br)c1	-16%	-2%	17%
O=C(c1ccccc1-c1nc(-c2ccc(F)cc2)no1)N1CCCC1	23µM*	-3%	8%[2.35 µM]
CCc1cc(/C(Cc2ccccn2)=N\Nc2ccccc2)c(O)cc1O	-106%	10%	9%
O=C(CCc1nnc(C2CCCCC2)o1)NCCCOc1cccnc1	-6%	x	-8%
COCCN(C(=O)c1ccccc1F)c1nnc(-c2ccc(OC)cc2)s1	u	x	-4%
Cc1cc(C)c(Nc2ncnc(N)n2)c(C)c1	8%	0%	0%
COCCCNC(=O)CCCn1c(=O)c2ccccc2n(Cc2cccc([N+](=O)[O-])c2)c1=O	-6%	-3%	-6%
O=C(Cc1ncc(C(F)(F)F)cc1Cl)NNc1cccc(F)n1	9%	x	0%
COc1ccc(-c2ccnc(-c3ccc(O)cc3)n2)cc1	1.8µM*	5%	-10%
COc1ccc(CC(=O)Nc2nc3n(n2)C(c2ccccc2)CC(=O)N3)cc1OC (stereo not drawn)	-19%	1%	2%
CCCn1c(=O)c2c(nc3n2CCN3Cc2ccco2)n(C)c1=O	0%	-3%	0%
Cc1ccc(C2c3c(-c4ccccc4O)n[nH]c3C(=O)N2CCCO)cc1 (stereo not drawn)	29µM*	7%	x
CCCCNC(=O)Cn1c(SCc2ccccc2C)nc2ccncc21	u	1%	x
COc1cc(NC(=O)CCc2nnc3ccc(N4CCN(c5cccc(OC)c5)CC4)nn23)cc(OC)c1	-2%	5%	3%
CCCc1cc(=O)oc2c(C)c(OC(C)C(=O)NCCN3CCOCC3)ccc12 (stereo not drawn)	3%	2%	u
S=C(Nc1ccccn1)NC1CCCC1	0%	0%	-12%
CCN(CC)C(=O)CCSc1nnc(-c2ccco2)o1	1%	1%	-3%
COC(=O)c1cc(-c2ccccc2)nc2nc(SC)[nH]c(=O)c12	-17%	x	0%
CC(=O)Nc1ccc(S(=O)(=O)NC2(C(F)(F)F)C(=O)Nc3c2c(=O)[nH]c(=O)n3C)cc1 (stereo not drawn)	-4%	3%	4%
CCOC(=O)C1=C(C)NC2=C(C(=O)C(C(=O)OC)C(C)C2)C1c1ccc(OC)c(O)c1 (stereo not drawn)	-5%	4%	2%
Cc1cc(OC(=O)c2ccccc2Br)cc(=O)n1C	u	-2%	2%
Cc1nnc(SCc2cc(=O)[nH]c(N3CCN(C)CC3)n2)s1	-2%	4%	7%
CC(C)c1ccc(NC(=O)C2CCCN(S(=O)(=O)c3cccc4nonc34)C2)cc1 (stereo not drawn)	-28%	2%	x
C=CCc1cccc(CNc2nc3ccccc3n2CCC)c1O	23µM*	2%	-1%
O=C1NC(c2ccccc2)=N/C1=C/c1ccco1	2%	-2%	-3%
O=C1COc2ccc3ccccc3c2CN1	-8%	0%	-6%
Cc1ccccc1NC(=O)c1ccc2[nH]c(C)c(C)c2c1	u	8%	x
Cc1ccc(NC(=O)CSC2=NN3CCCC(=O)N=C3S2)cc1Cl	21µM*	4%[0.0935 µM]	4%
CN(CCOc1ccccc1)CC(=O)Nc1ccc(Br)cc1F	16µM*	x	-6%
COc1ccc(S(=O)(=O)N2CCCCCC2)cc1C(=O)N(C)CC(=O)Nc1ccc(F)cc1	u	x	-2%
Cc1cc(Cl)c(S(=O)(=O)NCc2ccccc2)cc1OCC(N)=O	-11%	0%	0%
CCCN(C(=O)C1CCN(S(=O)(=O)c2ccc(OC)c(OC)c2)CC1)C1CCS(=O)(=O)C1 (stereo not drawn)	4%	0%	2%
CCOc1ccc(OCC(=O)NCc2n[nH]c(=O)c3ccccc23)cc1	-14%	2%	-2%
CN=c1sc(C(=O)Nc2ccccc2)c(C)n1C	u	6%	-4%
O=C(N/N=C/c1ccc(Br)s1)c1ccccc1[N+](=O)[O-]	-28%	6%	8%
More results follow:
SMILES	DT40 TDP1 no CPT	TDP1 block	N370S GC
Cc1ccc(/C=N/NC(=O)c2ccncc2)cc1	-8%	x	-14%
COc1cccc(-c2nnn(CC(=O)N3CCCCC3)n2)c1	-7%	x	-9%
CC(=O)Nc1ccc(S(=O)(=O)N2CCN(CC(O)COc3ccc4ccccc4c3)CC2)cc1 (stereo not drawn)	u	9%	-25%
Cc1ccc2nc(/N=C(\N)NC(=O)N3c4ccccc4Sc4ccccc43)nc(C)c2c1	9.2µM*	1%	-3%
CCCN(CCC)C(=O)Cn1c(=O)n(CCCCCC(=O)NCc2ccc3c(c2)OCO3)c(=O)c2sccc21	-16%	3%	x
COc1ccc(C(=O)NNc2ncnc3c2cnn3-c2cccc(Cl)c2)cc1OC	u	-3%	x
CC(C)(C)OC(=O)N[C@@H](/C=C/c1ccccc1)C(=O)OC(C)(C)C	u	-4%	x
CCOc1ccc(N2CC(NC(=O)c3ccc4ccccc4c3)CC2=O)cc1 (stereo not drawn)	u	-6%	1%
C/C(=N/NC(=O)CNC(=O)c1cccs1)c1ccc(Cl)cc1	-7%	0%	-13%
CCCCCCCC(=O)N1CCN(c2cc3c(cc2F)c(=O)c(C(=O)O)cn3CC)CC1	u	x	-5%
COc1ccc(C(=O)C(C)[n+]2ccc(C)c3ccccc32)cc1[N+](=O)[O-] (stereo not drawn)	7.3µM*	x	-3%
Nc1ccccc1C(=O)N1CCCC1	-20%	0%	-7%

Rewritten with two lines to a compound: entries from further up.
Results follow in this order: DT40 TDP1 no CPT, TDP1 block, N370S GC
> O=C(N/N=C/c1ccc(Br)s1)c1ccccc1[N+](=O)[O-]
  -28%, 6%, 8%
> Cc1ccc(/C=N/NC(=O)c2ccncc2)cc1
  -8%, x, -14%
> COc1cccc(-c2nnn(CC(=O)N3CCCCC3)n2)c1
  -7%, x, -9%
> CC(=O)Nc1ccc(S(=O)(=O)N2CCN(CC(O)COc3ccc4ccccc4c3)CC2)cc1 (stereo not drawn)
  u, 9%, -25%
> Cc1ccc2nc(/N=C(\N)NC(=O)N3c4ccccc4Sc4ccccc43)nc(C)c2c1
  9.2µM*, 1%, -3%
> CCCN(CCC)C(=O)Cn1c(=O)n(CCCCCC(=O)NCc2ccc3c(c2)OCO3)c(=O)c2sccc21
  -16%, 3%, x
> COc1ccc(C(=O)NNc2ncnc3c2cnn3-c2cccc(Cl)c2)cc1OC
  u, -3%, x
> CC(C)(C)OC(=O)N[C@@H](/C=C/c1ccccc1)C(=O)OC(C)(C)C
  u, -4%, x
> CCOc1ccc(N2CC(NC(=O)c3ccc4ccccc4c3)CC2=O)cc1 (stereo not drawn)
  u, -6%, 1%
> C/C(=N/NC(=O)CNC(=O)c1cccs1)c1ccc(Cl)cc1
  -7%, 0%, -13%
> CCCCCCCC(=O)N1CCN(c2cc3c(cc2F)c(=O)c(C(=O)O)cn3CC)CC1
  u, x, -5%
> COc1ccc(C(=O)C(C)[n+]2ccc(C)c3ccccc32)cc1[N+](=O)[O-] (stereo not drawn)
  7.3µM*, x, -3%
> Nc1ccccc1C(=O)N1CCCC1
  -20%, 0%, -7%

Remaining list, next part.
SMILES	DT40 TDP1 no CPT	TDP1 block	N370S GC
O=C(CN(Cc1ccc(Br)cc1)S(=O)(=O)c1ccccc1)NCC1CCCO1 (stereo not drawn)	u	5%	-10%
O=S1(=O)N[C@H](c2ccccc2)C[C@H](c2ccc(C(F)(F)F)cc2)O1	u	x	-2%
CC/C=C/C(=O)N1CC2(CC(c3cccc(NC(=O)c4ccccc4)c3)=NO2)C[C@@H]1C(N)=O (stereo partly drawn)	11%	-1%	1%
CC(C)NC(=O)CSCc1c(Cl)cccc1Cl	15µM*	-2%	x
CCOc1cc(/C=C2\CN(CC)C/C(=C\c3ccc(O)c(OCC)c3)C2=O)ccc1O	4.1µM*	x	-20%
O=C(COC(=O)c1cc(=O)[nH]c2ccccc12)NCc1cccc(Cl)c1	-1%	1%	x
C=CCN1N=C(/C=C/c2ccc(OC)cc2)CCC1=O	2%	x	-18%
Cc1cccc2cc(CN(CCCO)C(=O)Nc3cccc(Cl)c3)c(=O)[nH]c12	21µM*	3%	7%
O=C(CN1C(=O)c2ccccc2S1(=O)=O)N1CCc2ccccc21	-1%	4%	3%
COC(=O)c1cc(C)nc2c1c(=O)nc(SCc1cccc(C(F)(F)F)c1)n2C1CC1	3%	8%	x
Cc1ccc2nsnc2c1NC(=O)c1cccc([N+](=O)[O-])c1	x	3%	0%
O=C(O)C1=C[C@H](c2cccs2)C[C@H](OCCCCO)O1	-3%	4%	7%
O=C(NNc1nc2ccccc2s1)c1ccccc1F	u	4%	7%
O=C(N/N=C/c1ccccc1O)/C(=C/c1ccccc1)CCO	5.2µM*	6%	-4%
O=C(CSCc1ccccc1Cl)N/N=C/c1ccco1	13%	5%	10%
CCOC(=O)c1c(NC(=O)CSC2=NN3CCCC(=O)N=C3S2)sc2c1CCCCC2	u	4%	23%
O=C(CN1C(=O)c2cccc([N+](=O)[O-])c2C1=O)NCc1ccccc1	26%	x	-7%
CCCN1C(=O)SC(CC(=O)Nc2ccccc2C)C1=O (stereo not drawn)	u	0%	19%
O=C(CC1CCCCC1)NCc1ccco1	-8%	3%	-3%
O=C(O)Cc1ccc(Oc2ncc(C(F)(F)F)cc2Cl)cc1	-2%	1%	7%
NS(=O)(=O)c1ccc(NC(NC(=O)c2cccnc2)C(Cl)(Cl)Cl)cc1 (stereo not drawn)	0%	x	-8%
COC(=O)C1=C(C)NC(=O)NC1c1ccc2c(c1)OCO2 (stereo not drawn)	4%	4%	-9%
COc1ccc(-n2cc(CNC(C)c3ccncn3)c(-c3cccc(F)c3)n2)cc1 (stereo not drawn)	26µM*	3%	-11%
CC(c1n[nH]c(=S)n1-c1ccc(F)cc1)N1CCCCC1 (stereo not drawn)	-1%	-3%	0%
CC(=O)c1cccc(Nc2ccc3cc(S(=O)(=O)N4CCC(C)CC4)ccc3n2)c1	16µM*	0%	x
CCC(=O)Nc1cccc(NC(=S)NC(=O)c2cccs2)c1	-9%	4%	16%
CCOC(=O)c1sc2ccccc2c1OC(=O)c1ccccc1	-7%	-9%	18%
CCC(C)[C@H](NC(=O)NCCCN1CCOCC1)C(=O)OC (stereo partly drawn)	-10%	2%	7%
CCCC(=O)Nc1cccc(NC(=O)c2ccc3c(c2)OCCO3)c1	u	2%	0%
COc1cc(/C=C2/C(=N)N3N=C(C)SC3=NC2=O)ccc1OS(=O)(=O)c1ccc(C)cc1	u	8%	-14%
